# Assay outcomes from PubChem BioAssay.
# GPR55 activation: GPR55 agonists via beta-arrestin recruitment, primary screen, imaging, U2OS cells, beta-arrestin-GFP redistribution (AID 1961); U2OS GPR55 beta-arrestin-GFP redistribution imaging; higher % means a stronger effect; one-dose activation, % at 10 µM; EC50 in µM for titrated hits; 290,000 tested, 0.048% active;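 active means activation above 40% with more than 50 cells counted in the well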;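 further: U2OS osteosarcoma cells stably expressing GPR55 and beta-arrestin-GFP; plate controls were DMSO negative control for no effect and LPI positive control for full effect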
# West Nile antiviral: inhibition of WNV-induced cytopathic effect – cell-based, CPE readout (AID 1621) | CPE inhibition, % at 10 µM; hits with a dose series show IC50 in µM | West Nile virus-infected cells, CPE inhibition; higher % means a stronger effect | 290,000 tested, 0.02% active; in the data active means a potency from the dose series; further: strong numbers were not always called active
# PhoP inhibition: PhoP-dependent GFP reporter repression – Salmonella Typhimurium, primary screen (AID 1863) | S. Typhimurium PhoP-regulated promoter GFP reporter, 4 h; higher % means a stronger effect | one-dose inhibition, % at 50 µM; IC50 in µM for titrated hits | 300,000 tested, 0.16% active;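 active means inhibition over 29.93%, a cutoff 3 SD above the screen mean, later confirmed by dose response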;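 further: 0% = low Mg2+ inducing control and 100% = high Mg2+ repressing control; strong numbers were not always called active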
# NTR1 ag: NTR1-driven beta-arrestin-GFP spot formation – imaging, U2OS cells, high content, primary screen (AID 493036). 330,000 tested, 0.17% active. P30989. activation, % at 20 µM. agonist mode;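 active means activation at or above 40% of the spot to cytoplasm intensity ratio, with at least 20 cells analyzed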;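 further: 0% = DMSO without peptide and 100% = 100 nM NTR1 peptide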
# Target sequence (P30989 whole entry, looked up): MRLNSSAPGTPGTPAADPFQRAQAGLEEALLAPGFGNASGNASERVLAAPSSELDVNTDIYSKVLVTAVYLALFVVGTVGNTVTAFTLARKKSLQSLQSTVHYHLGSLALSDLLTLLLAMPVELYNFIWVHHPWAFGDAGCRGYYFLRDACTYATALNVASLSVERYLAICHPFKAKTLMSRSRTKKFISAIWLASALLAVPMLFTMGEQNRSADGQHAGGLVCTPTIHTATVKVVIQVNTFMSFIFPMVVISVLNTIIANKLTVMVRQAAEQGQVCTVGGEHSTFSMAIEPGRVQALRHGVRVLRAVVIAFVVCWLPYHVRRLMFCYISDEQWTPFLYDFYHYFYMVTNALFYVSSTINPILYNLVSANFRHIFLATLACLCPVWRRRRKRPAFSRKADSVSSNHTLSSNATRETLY
# KOR beta-arrestin-1: KOR antagonists, beta-arrestin recruitment, cell-based, luminescence, uHTS (AID 1778); inhibition, % at 10 µM; hits with a dose series show IC50 in µM; KOR beta-arrestin recruitment, luminescence, antagonist mode; higher % means a stronger effect; 290,000 tested, 0.091% active; in the data active means inhibition above about 50%; further: strong numbers were not always called active
# T cell HTS: T cell immune modulators affecting CD8 T cell-vesicle binding | 330,000 tested, 0.068% active | 2C CD8+ T cell-vesicle binding, flow cytometry; active compounds read low | AID 2052 | calls only at 7 µM;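 active means response, share of CD8 T cells binding vesicles, and their 90th percentile fluorescence all below set limits, cut at about 80% in these data, passing the limit was not always enough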
#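 material = purified 2C TCR transgenic mouse naive CD8+ T cells | controls = Unloaded micro-vesicles (low), QL9 vesicles with 0.7% DMSO (high) | detection = cytometric PE anti-B7-1 and Alexa647 anti-CD8 signals after 1% paraformaldehyde fixation | incubation = binding step 1.5 h, 37 °C, antibody labelling 20 min, ice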
# KOR beta-arrestin-2: KOR agonists, beta-arrestin recruitment, primary screen, cell-based, luminescence, uHTS (AID 1777) | KOR beta-arrestin recruitment, luminescence; higher % means a stronger effect | 280,000 tested, 0.02% active | one-dose activation, % at 10 µM; EC50 in µM for titrated hits; in the data active means activation above about 50%, passing the limit was not always enough; further: a part of the inactive calls stands beside numbers as strong as those of hits
# GPR55 antagonists: GPR55 antagonists blocking LPI-driven arrestin recruitment, primary screen, imaging, U2OS, beta-arrestin-GFP, LPI agonist (AID 2013); 290,000 tested, 0.13% active; U2OS GPR55 beta-arrestin-GFP translocation imaging, LPI antagonism; higher % means a stronger effect; one-dose inhibition, % at 10 µM; IC50 in µM for titrated hits;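 active means spots per cell inhibited over 60%, with over 100 cells counted and total cytoplasm intensity under 500,000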;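 further: U2OS cells stably carrying GPR55 and arrestin-GFP stimulated by 5 µM LPI near EC80; imaged beta-arrestin-GFP aggregate spots per cell after agonist stimulation; plate controls were LPI-stimulated DMSO wells for no effect and DMSO wells without LPI for full effect; some results filed as inactive read as strong as hits; confirmed hits need IC50 under 10 µM and bright autofluorescent wells are also inconclusive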
# GPR35 arrestin U2OS: GPR35 antagonists blocking zaprinast-driven arrestin recruitment, primary screen, imaging, U2OS, beta-arrestin-GFP, zaprinast agonist (AID 2058) | U2OS GPR35 beta-arrestin-GFP translocation imaging, zaprinast antagonism; higher % means a stronger effect | inhibition, % at 10 µM, or IC50 in µM where a hit was titrated | 290,000 tested, 0.052% active;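 active means inhibition of at least 50% with at least 30 cells and total cytoplasm GFP at most 10,000,000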
# T cell HTS vesicle-bound %: also measured in T cell HTS; calls as there; double positive events, %; measured here: CD8+ vesicle-bound cell fraction;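 binding gate set so that unloaded-vesicle control wells show 10% double positive cells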
# NTR1 ag cell count 20 µM: recorded beside NTR1 ag, whose call it bears; cell count; measured here: cell count, cytotoxicity flag
# Starred values were filed as active, the others as inactive; i = inactive; · = no result given; [ ] = remark or other dose.
SMILES,GPR55 activation,West Nile antiviral,PhoP inhibition,NTR1 ag,NTR1 ag cell count 20 µM,KOR beta-arrestin-1,T cell HTS,T cell HTS vesicle-bound %,KOR beta-arrestin-2,GPR55 antagonists,GPR35 arrestin U2OS
CNc1nc(N/N=C/c2ccc([N+](=O)[O-])cc2)nc(Nc2ccccc2)n1,-0.3%,-0.4%,29.2%,2.3,46,4.0%,i,28.1,-1.6%,10.9%,4.2%
CC(=O)Nc1ccc(OCC(=O)c2cc(C)ccc2C)cc1,-0.1%,0.8%,-6.6%,-0.7,47,-26.7%,i,33.2,-1.0%,-1.2%,-6.5%
O=C(CSc1nc2ccccc2c(=O)n1CCC(=O)N1CCCCC1)NCc1ccccc1,0.4%,0.2%,-10.1%,2.1,57,-56.9%,i,54.5,-0.1%,5.5%,7.7%
COc1cc(C=O)ccc1Oc1nc(Nc2ccc(F)cc2F)nc(N2CCOCC2)n1,-0.4%,-0.4%,6.8%,-0.3,98,8.6%,i,49.1,-0.6%,7.4%,19.2%
COc1cc2c(cc1OC)CN(c1nc(CN3CCOCC3)nc3sc4c(c13)CCCC4)CC2,0.2%,0.6%,-0.1%,0.3,44,-21.0%,i,45.3,-0.5%,10.2%,9.2%
OCc1cnc(SCc2ccccc2)n1Cc1ccccc1,-0.1%,-0.1%,-3.9%,0.6,26,14.9%[20 µM],i,25.3,-0.8%,12.0%,-11.8%
CCOc1ccc(CCNC(=O)COC(=O)c2cc([N+](=O)[O-])ccc2N2CCOCC2)cc1OCC,-0.1%,0.0%,8.3%,0.4,32,13.0%,i,7.7,-0.3%,-1.3%,-7.3%
COc1ccc(Cl)cc1NC(=O)CCN1CCOCC1,0.7%,0.0%,1.2%,0.5,57,28.9%,i,29.3,2.3%,-1.5%,1.0%
O=C(NCc1ccccn1)C1CCN(S(=O)(=O)c2cccs2)CC1,0.2%,0.3%,0.9%,-0.2,58,-5.9%,i,16.8,4.5%,21.6%,12.0%
Cc1sc2ccccc2[n+]1CC(=O)O,-0.2%,-0.4%,-6.8%,0.3,60,25.5%,i,36.5,3.5%,-1.0%,16.4%
CCOc1ccc(S(=O)(=O)NCCN2CCOCC2)c2ccccc12,-0.1%,-0.5%,2.9%,-0.3,49,-10.5%,i,11.8,0.8%,-8.2%,2.4%
N/C(=N\OC(=O)CSc1ccccc1)c1ccncc1,0.3%,-0.1%,-5.6%,2.1,74,-0.1%,i,74.2,-2.6%,20.6%,-4.5%
COc1cc(/C=C/C(=O)OCC(=O)Nc2ccc3c(c2)OCCO3)ccc1OCC#N,0.0%,-0.2%,-13.2%,1.3,79,-7.2%,i,36.0,2.1%,14.6%,-6.6%
O=C(O)c1cn(C2CCCCC2)c2ccccc2c1=O,0.2%,-0.2%,-3.5%,1.8,52,12.2%,i,18.3,1.5%,-2.0%,-22.3%
O=C(O)c1cccc(N2C(=O)CSC2c2c(F)cccc2Cl)c1 (centres undefined),-0.2%,0.8%,-12.7%,-0.9,84,-36.1%,i,2.9,-4.0%,-1.6%,-24.7%
Cc1ccc(S(=O)(=O)N(C)CC(=O)Nc2nc3ccccc3s2)cc1,-0.1%,-1.0%,25.7%,-0.4,95,-67.3%,i,3.2,-3.3%,5.9%,12.1%
CCOC(=O)N1CCN(C(=O)C2CCN(C(=O)c3ccc([N+](=O)[O-])cc3)CC2)CC1,-0.1%,-0.4%,-1.2%,-0.5,44,13.9%,i,5.4,-0.4%,15.0%,-1.7%
CN(C)S(=O)(=O)c1cccc(C(=O)NCC(C)(C)CNC(=O)c2cccc(S(=O)(=O)N(C)C)c2)c1,-0.2%,0.6%,-2.5%,0.1,45,-1.9%,i,23.9,7.7%,4.4%,20.0%
O=C(c1cccc(C(=O)N2CCN(c3ccccc3F)CC2)c1)N1CCN(c2ccccc2F)CC1,0.2%,-0.3%,-1.3%,6.6,29,-97.5%,i,15.0,0.1%,15.2%,9.5%
CCOC(=O)/C(=N/Nc1ccccc1)Sc1nnnn1-c1ccc(C)cc1,0.3%,0.1%,-5.2%,1.3,44,-5.8%,i,56.1,-1.7%,5.4%,18.1%
CCN(Cc1ccccc1)CC(O)COc1ccccc1 (centres undefined),0.3%,0.6%,0.2%,-1.5,11,8.4%,i,33.5,-6.5%,-2.8%,26.5%
Cc1cc(C(=O)Nc2nc3ccc(S(C)(=O)=O)cc3s2)c(C)o1,-0.1%,0.5%,-14.6%,0.2,49,14.1%,·,·,-1.1%,-0.8%,-2.1%
O=C(COc1ccc2c(c1)C(=O)CC1(CCCCC1)O2)NCc1ccccc1,-0.4%,-0.4%,-6.9%,0.8,90,0.9%,i,31.6,-1.5%,13.6%,0.8%
C[C@@]12C(=O)N(c3ccc(C(F)(F)F)cc3)C(=O)N1[C@@H]1c3ccccc3OC[C@@H]1[C@H]2c1ccccc1,-0.3%,-0.6%,2.9%,-1.5,80,7.3%[20 µM],i,42.5,-0.7%,5.1%,8.2%
O=C(NCCCN1CCCC1=O)c1cc2c(s1)CCCCC2,-0.1%,-0.3%,-3.8%,2.5,59,-5.5%,i,27.5,1.5%,-7.8%,11.8%
CN1CCc2c(sc(NC(=O)Cc3ccccc3)c2C#N)C1,0.0%,1.1%,·,-3.6,50,-45.7%[20 µM],i,26.8,-0.9%,-5.4%,-3.6%
O=C1NC(=S)CN1c1ccccc1,-0.1%,0.3%,-0.3%,0.2,40,17.6%,i,56.7,9.9%,11.2%,-8.0%
O=C(CN1C(=O)NC2(CCCCC2)C1=O)Nc1ccc(N2CCOCC2)cc1,0.2%,0.2%,-1.3%,-1.0,45,-6.5%,i,28.0,1.1%,-11.2%,3.7%
COCCCNC(=S)NNC(=S)Nc1ccccc1,-0.4%,0.7%,-9.1%,-0.5,44,-17.4%,i,32.7,-0.5%,-3.0%,9.3%
CC(=O)Nc1cccc(-c2csc(Nc3cccc(C)n3)n2)c1,0.1%,-0.2%,16.0%,11.5,55,-54.4%,i,55.6,1.1%,-21.2%,-0.7%
COc1ccccc1N1CCN(C(=O)C(F)F)CC1,-0.2%,-0.6%,0.7%,-0.1,54,-2.8%,i,26.2,-1.0%,-2.6%,31.9%
CCOC(=O)c1ccc(NC(=S)N(CCN(C)C)C(C)c2ccncc2)cc1 (centres undefined),-0.3%,-1.0%,-1.8%,-0.2,83,-9.2%,i,49.4,-6.1%,6.9%,-5.9%
Cc1[nH]c2ccccc2c1C(=O)CN1CCCCC1C (centres undefined),0.3%,0.8%,-1.8%,0.5,42,17.1%,i,55.7,-2.8%,4.0%,7.5%
CCOC(=O)[C@@H]1[C@H]2COc3ccc(Br)cc3[C@@H]2N2C(=O)N(c3ccc(C(F)(F)F)cc3)C(=O)[C@@]12C,0.0%,-1.0%,·,4.0,93,-31.4%[20 µM],i,42.2,-2.8%,-1.7%,-2.2%
COc1ccc(C)cc1NC(=O)C(OC(=O)CNC(=O)c1cc(C)cc(C)c1)c1ccccc1 (centres undefined),-0.2%,-0.8%,-3.8%,12.7,78,25.8%,i,61.8,1.0%,7.0%,-3.6%
CCOc1ccc(C2C(C#N)=C(N)Oc3cc(C)oc(=O)c32)cc1 (centres undefined),0.2%,-0.7%,1.5%,0.4,42,-14.1%[20 µM],i,49.4,·,12.0%,5.0%
O=C(Nc1ccc(Cl)cc1)Nc1nnc(CSCc2ccccc2)s1,0.3%,-1.2%,4.9%,3.4,67,6.9%,i,31.8,-3.2%,-0.3%,-4.7%
CCCC1(c2ccccc2)NC(=O)N(CC(=O)Nc2cc(C)on2)C1=O (centres undefined),-0.2%,0.2%,-2.4%,-1.3,54,3.1%,i,55.2,-6.3%,-2.2%,6.7%
N#Cc1ccc(N2Cc3ccccc3C2=NC(=O)c2cccnc2Cl)cc1,0.0%,-0.2%,7.8%,-0.6,64,12.4%,i,6.9,1.1%,-10.5%,10.2%
CCCCN(C)C(=O)Cn1cnc2sc(C)cc2c1=O,-0.1%,-0.4%,-5.4%,-0.3,41,-29.9%,i,48.8,7.6%,10.9%,-3.0%
Cc1cccc(N2C(=O)NC3(CCCCC3)C2=O)c1,0.2%,-0.2%,-4.8%,0.4,89,-0.5%,i,10.1,6.1%,1.3%,-3.3%
COC(=O)/C(=C/Nc1cccc2ccccc12)[N+](=O)[O-],-0.1%,-0.2%,12.1%,0.8,42,3.0%,i,34.2,-1.4%,25.2%,5.2%
CC(C)C(=O)N1CCN(c2ccc(NC(=O)c3cccs3)cc2Cl)CC1,0.6%,1.5%,·,2.9,47,0.4%,i,26.7,-2.7%,7.7%,1.2%
COc1ccc(OCCCn2c(=O)oc3ccccc32)cc1,0.0%,0.1%,-5.3%,0.9,44,-24.1%,i,61.7,0.2%,-4.2%,3.0%
CC(=O)c1cccc(CN2CCN(C3CCCC3)C(CCO)C2)c1 (centres undefined),0.5%,-0.6%,·,0.0,58,26.0%[20 µM],i,51.3,·,14.8%,22.2%
CCOC(=O)C1=C(CC)Nc2ccccc2N=C1NC(=O)c1ccc(S(=O)(=O)N(C)C)cc1,0.0%,0.8%,-4.0%,-0.4,47,-30.1%,i,4.6,2.3%,-20.5%,0.7%
CCOC(=O)c1ccccc1NC(=O)/C=C/c1cc(OC)c(OC)c(OC)c1,0.3%,-0.2%,1.5%,3.9,65,-17.3%,i,32.6,-4.4%,3.6%,19.9%
C[C@H](NC(=O)c1nc[nH]c1C(=O)N[C@@H](C)C(=O)OC(C)(C)C)C(=O)OCc1ccccc1,0.0%,-0.3%,2.1%,5.4,62,-5.6%[20 µM],i,8.7,-5.9%,-12.2%,-2.7%
COc1ccc(Cl)cc1C(=O)Nc1cccnc1Cl,-0.1%,-1.8%,-1.6%,-0.2,59,-44.3%[20 µM],i,45.7,-7.1%,-18.4%,0.4%

# 2 compounds from above with just West Nile antiviral.
structure | West Nile antiviral
COc1ccc(OCCCn2c(=O)oc3ccccc32)cc1 | 0.1%
CC(=O)c1cccc(CN2CCN(C3CCCC3)C(CCO)C2)c1 (centres undefined) | -0.6%
